Screens from PubChem.
UBC9 SUMO inh = SUMOylation inhibition | P63279 | HTRF SUMOylation assay, SAE1/SAE2 + UBC9, in vitro | inhibition, % at 35 µM | 0.36% of 290,000 active | AID 2006; in the data active means inhibition above about 50%, passing the limit was not always enough; further: strong numbers were not always called active
MEKK3 PB1 HTS = MEKK3-MEK5 PB1 interaction, increase or decrease; Q99759; bead-based flow cytometry, Alexa488-MEK5 binding to MEKK3; actives lie on both sides; 0 = blocked by unlabeled MEK5, 100 = vehicle; binding response (% of control), % at 10 µM; 1.4% of 290,000 active;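 active means binding response more than 3 SD above or below the average of its plate-row segment, actives on both sides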;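 further: Alexa488 bead fluorescence after subtracting the streptavidin-only scavenger bead signal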
IDE act = boosts human insulin-degrading enzyme activity in HEK cells; P14735; FAbeta-B cleavage, fluorescence polarization; 0% vehicle, 100% cell-free pure enzyme wells; activation, % at 5.96 µM; 0.073% of 340,000 active; AID 493087;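 active means activation above the mean of all tested compounds plus 3 SD, set per screening campaign, cut at about 17% in these data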
IMP-1 inh = inhibitors of Pseudomonas aeruginosa IMP-1 metallo-beta-lactamase | purified IMP-1, nitrocefin hydrolysis, epi-absorbance fluorescence | inhibition, % at 5.6 µM | 0.45% of 290,000 active | AID 1556;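 active means inhibition above the mean plus 3 SD of all compounds in the same screening run, cut at about 4.5% in these data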;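 further: 0% = IMP-1 with DMSO and 100% = DMSO wells lacking enzyme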
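assay system = purified recombinant IMP-1 metallo-beta-lactamase enzyme | schedule = 15 min preincubation plus 25 min reaction at 25 °C | signal = Epi-absorbance fluorescence, 480 nm excitation, 530 nm emission | read-out basis = percent inhibition from optical density relative to buffer-blank wells | controls = IMP-1 with DMSO as 0%, enzyme-free DMSO as 100%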
VIM-2 inh = blocks Pseudomonas aeruginosa VIM-2 metallo-beta-lactamase | purified VIM-2, nitrocefin hydrolysis, epi-absorbance fluorescence | 0.89% of 290,000 active | AID 1527 | inhibition, % at 5.6 µM;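 active means inhibition above the mean of all tested compounds plus 3 SD, cutoff set per screening run, cut at about 7.5% in these data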;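 further: red hydrolysis product quenches plate fluorescence so inhibitors raise well fluorescence; 0% = enzyme with DMSO and 100% = DMSO without enzyme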
p-CIP stab down = lowers stability of the mouse p/CIP coactivator protein; F442A p/CIP-EGFP cells, EGFP fluorescence, 16 h; decrease of EGFP signal, % at 10 µM; Q05BA5; 0.01% of 290,000 active; AID 1984;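 active means EGFP signal decrease of at least 30% at 10 µM or well 3 SD below plate mean, unless failing retest; inactive means the rest, including hits failing retest or dose response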; further: some compounds called inactive have numbers as strong as hits; many of its hits are not listed in these tables
FID counter = counter-screen for HCV NS3 helicase inhibitors: DNA intercalator displacement. 0.17% of 290,000 active. DNA fluorescent intercalator displacement, fluorescence. inhibition, % at 7.9 µM; in the data active means inhibition above about 37%;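 further: 0% = vehicle and 100% = reference compound; higher means more ethidium bromide displaced from hairpin DNA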
PHOSPHO1 inh = blocks human PHOSPHO1 phosphatase activity; Q8TCT1; recombinant PHOSPHO1, absorbance phosphatase assay; inhibition, % at 13.3 µM; 1.1% of 290,000 active; AID 1565; in the data active means inhibition above about 60%
NS3 helicase inh = HCV NS3 helicase inhibition; NS3 helicase DNA unwinding, Cy5 molecular beacon fluorescence; inhibition, % at 10.9 µM; 0.56% of 290,000 active;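 active means inhibition above the mean of all tested compounds plus 3 SD, set per campaign, cut at about 35% in these data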;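 further: 0% = DMSO wells and 100% = thioflavine S control wells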
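test system = hepatitis C virus NS3 helicase domain fragment enzyme | reagent = annealed dual-labelled DNA beacon duplex, ATP-started | times = 1 h at 25 °C | detection = Cy5 fluorescence, 0 and 60 min reads | read-out basis = percent inhibition from t60/t0 fluorescence ratio | control set = DMSO and thioflavine S | replication = one well per compound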
* marks the source's active call; other numbers are inactive results; . = not tested or not shown; [ ] = remark or other dose.

SMILES | UBC9 SUMO inh | MEKK3 PB1 HTS | IDE act | IMP-1 inh | VIM-2 inh | p-CIP stab down | FID counter | PHOSPHO1 inh | NS3 helicase inh
CC(=O)n1cc([C@@H]2C=C(C(=O)Nc3ccccc3)O[C@H](OCCCCO)C2)c2ccccc21 | 0 | 98 | 4 | -0.7 | -1.4 | -6 | -29 | -12 | -9
O=C(Nc1cccs1)Nc1c(F)c(F)c(F)c(F)c1F | 5 | 101 | -4 | -2.7 | -3.8 | 1 | 0 | -20 | 8
Cc1cc(C)nc(Nc2ccccc2Br)n1 | -11 | . | 7 | -3.6 | -1.2 | 5 | -2 | 13 | -10
COc1ccc(CNC(=O)COC(=O)c2ccccc2C(=O)c2ccccc2)cc1 | 9 | 95 | 3 | -3.3 | 0.0 | -6 | -33 | 24 | -12
COC(=O)CNC(c1ccccc1)c1cc(Br)ccc1NC(=O)CCN1CCOCC1 (configuration not stated) | 24 | 97 | -8 | -3.7 | -3.5 | -15 | -18 | -46 | 11
CC(=O)Nc1ccc2c(c1)OCCO2 | 27 | 107 | 2 | -0.5 | -2.2 | -13 | 7 | 41 | 4
CC(C)(C)c1[nH]nc2c1C(c1ccsc1)C(C#N)=C(N)O2 (configuration not stated) | -8 | 110 | -3 | -1.3 | -4.6 | -14 | 1 | 3 | 0
COc1cccc(NC(=S)N/N=C2\CC(C)(C)Oc3ccc(O)cc32)c1 | -5 | 99 | 6 | -5.0 | -3.4 | 2 | -15 | -6 | 6
O=C(Nc1ccc(C(=O)N2CCCCC2)cc1)c1ccccc1Br | 11 | 105 | -2 | -1.7 | -0.3 | -12 | -30 | 30 | 4
Cc1ccc(SCC(=O)O/N=C(\N)c2ccc([N+](=O)[O-])cc2)cc1 | -15 | 103 | 5 | -2.7 | -1.8 | 4 | 8 | -32 | 5
CC(C)OC(=O)CSc1nnc(-c2cnccn2)n1Cc1ccco1 | 14 | 95 | 4 | -0.1 | -0.6 | -6 | -14 | 12 | 3
O=C1CCc2cc(S(=O)(=O)N3CCC(C(=O)NC4CCCC4)CC3)ccc2N1 | 1 | 110 | 1 | -3.1 | -4.9 | -13 | -7 | 3 | 0
COc1ccc(CN2CCC(=O)N([C@H](CO)CC(C)C)CC2)cc1 | 8 | 101 | 0 | -1.4 | 0.2 | -11 | -16 | -52 | 6
COc1ccc(CCN2CC(C(=O)Nc3cccc(C(C)=O)c3)CC2=O)cc1OC (configuration not stated) | 3 | 93 | 8 | -0.3 | 0.2 | -12 | -21 | 12 | -1
CCn1c(CN2CCN(Cc3ccc(C)cc3)C(CCO)C2)nc2ccccc21 (configuration not stated) | 4 | 100 | 0 | -0.8 | -1.1 | 0 | 7 | 10 | -10

Reprinted from the part before: 4 entries; new compounds follow.
SMILES | UBC9 SUMO inh | MEKK3 PB1 HTS | IDE act | IMP-1 inh | VIM-2 inh | p-CIP stab down | FID counter | PHOSPHO1 inh | NS3 helicase inh
O=C1CCc2cc(S(=O)(=O)N3CCC(C(=O)NC4CCCC4)CC3)ccc2N1 | 1 | 110 | 1 | -3.1 | -4.9 | -13 | -7 | 3 | 0
COc1ccc(CN2CCC(=O)N([C@H](CO)CC(C)C)CC2)cc1 | 8 | 101 | 0 | -1.4 | 0.2 | -11 | -16 | -52 | 6
COc1ccc(CCN2CC(C(=O)Nc3cccc(C(C)=O)c3)CC2=O)cc1OC (configuration not stated) | 3 | 93 | 8 | -0.3 | 0.2 | -12 | -21 | 12 | -1
CCn1c(CN2CCN(Cc3ccc(C)cc3)C(CCO)C2)nc2ccccc21 (configuration not stated) | 4 | 100 | 0 | -0.8 | -1.1 | 0 | 7 | 10 | -10
Cc1ccc2c(C)nc(N/C(N)=N/S(=O)(=O)c3ccccc3)nc2c1 | 5 | 104 | -1 | -1.2 | -1.8 | -17 | -11 | 23 | 11
COC(=O)c1ccc(-n2c(C)ccc2-c2ccccc2)cc1 | 2 | 103 | 12 | -2.5 | -1.3 | -2 | 2 | 0 | 2
O=C(O)CCC(=O)N1N=C(c2ccc(Br)cc2)CC1c1cccc(Br)c1 (configuration not stated) | 10 | 101 | 2 | -2.7 | -0.8 | -5 | -37 | 19 | -29
Cc1cccn2c(=O)c(C=NCc3ccccc3)c(NCCO)nc12 | -6 | 70 | 0 | -3.7 | 6.0 | -9 | 0 | 6 | 12
COCCN1CC(CNC(=O)c2cc(COc3ccccc3SC)on2)CC1=O (configuration not stated) | 2 | 106 | -4 | -5.1 | -3.7 | -2 | -34 | 43 | 2
CCc1cc(C(=O)OC)c(N2C(=O)C3C4C=CC(C4)C3C2=O)s1 (configuration not stated) | -6 | 82 | 1 | -2.8 | -3.7 | -2 | -8 | 21 | 2
CC(C)CC(NC(=O)OC(C)(C)C)c1cn([C@@H](CCCCNC(=O)OC(C)(C)C)C(=O)N2CCN(C(=O)OC(C)(C)C)CC2)nn1 (some centres not stated) | 2 | 97 | 6 | -1.9 | -1.6 | 3 | -49 | -8 | 2
COc1ccc(C(=O)OCC(=O)Nc2ccc(F)c(F)c2F)cc1OC | -16 | 110 | 3 | -2.3 | -0.4 | -14 | 3 | 20 | -3
O=c1c2ccccc2cnn1Cc1n[nH]c(=S)n1C1CC2CCC1C2 (configuration not stated) | 2 | 100 | -2 | -3.6 | 15* | -3 | -22 | -84 | -19
CC1CCC2C(=O)N(c3ccc(NC4CCN(Cc5ccccc5)CC4)c([N+](=O)[O-])c3)C(=O)C2C1 (configuration not stated) | -3 | 70*[inhibitor] | -2 | 0.2 | 2.6 | -8 | 7 | 24 | -26
O=C1NCCN/C1=C\C(=O)c1ccc(Br)cc1 | -1 | 99 | . | -1.9 | -0.8 | 2 | 2 | 12 | -13
CCc1cc2c(=O)c(-c3ccc(F)cc3)c(C(F)(F)F)oc2cc1OCC(=O)O | -11 | 92 | . | -2.3 | -3.4 | 28 | -30 | 8 | 9
CCOc1ccc(C2c3c(oc4ccccc4c3=O)C(=O)N2c2ccc(C)cn2)cc1OC (configuration not stated) | 10 | 97 | 6 | -2.1 | -3.0 | -1 | 2 | 2 | 0
COc1ccccc1N(CC(=O)N1CCCCC1)S(=O)(=O)c1ccccc1 | 16 | 106 | -4 | -4.5 | -2.4 | -3 | -17 | -34 | 6
Cc1cc(Oc2ccc(N)cn2)cc(C)c1Cl | 14 | 98 | 4 | -1.1 | -2.8 | -110 | -2 | -8 | 13
O=C(COc1ccccc1)Nc1nnc(-c2ccc(F)cc2)o1 | 4 | 103 | 4 | -1.3 | -3.2 | -23 | -17 | 18 | 60*
Clc1ccc(CNc2cnccn2)cc1Cl | 30 | 106 | -8 | -1.5 | -0.8 | -14 | -4 | 27 | -3
COc1cccc(N2C(=O)Nc3ccc(Br)cc3C2(O)C(=O)NCCN(C)C)c1 (configuration not stated) | 8 | 101 | 1 | -2.4 | -4.5 | -20 | -9 | 24 | 6
COc1ccc(/C(N)=N/OC(=O)C2CCCCC2)cc1 | -4 | 97 | 0 | -3.4 | -2.2 | -47 | -19 | 27 | -7
N=c1c2c(ncn1Cc1ccco1)Oc1cc(O)ccc1C2c1ccccc1 (configuration not stated) | 16 | 116 | -9 | 0.5 | -0.6 | -7 | -14 | -5 | 7
O=C(O)C1CCN(c2c([N+](=O)[O-])cc(C(F)(F)F)cc2[N+](=O)[O-])CC1 | 13 | 98 | -1 | -3.9 | -1.8 | -4 | -1 | -128 | 4
CCOc1ccccc1NC(=O)CSc1nnc(CNC(=O)c2ccccc2F)o1 | 7 | 101 | 3 | -0.5 | -2.9 | -22 | -23 | 33 | -5
CS(=O)(=O)NNC(=O)CN1C(=O)C2C3C=CC(C3)C2C1=O (configuration not stated) | 5 | 112 | 0 | -1.9 | -2.4 | -5 | -5 | -13 | 5
COC(=O)c1cc2ccccn2c2c(C(=O)OC)c(C(=O)OC)cc1-2 | -6 | 109 | 0 | -6.1 | 1.1 | 0 | 9 | -9 | 0
CCOC(=O)c1ccccc1NC(=O)CN1C(=O)c2ccccc2S1(=O)=O | 13 | 106 | 1 | -1.1 | -1.4 | 2 | -1 | 15 | 2
CC(C)NS(=O)(=O)c1ccc(OCC(=O)NCc2ccco2)cc1 | 7 | 99 | 7 | -4.3 | -1.2 | -20 | -2 | 32 | 12
O=[N+]([O-])c1cccc(OCCCN2CCC(Cc3ccccc3)CC2)c1 | . | 108 | 1 | -1.1 | -2.9 | . | 28 | . | -73
O=C(NNc1cc(Cl)cc(Cl)c1)c1c(F)cccc1Cl | 4 | 89 | 0 | -4.1 | -2.5 | 5 | -3 | 36 | 2
Cc1cccc(-c2nc3ccccc3c(=O)n2NC(=O)Cc2ccc(Cl)cc2)c1 | -2 | 101 | 1 | -1.2 | -1.9 | 0 | -10 | -12 | 7
COCCn1c(=NC(=O)c2cc(Cl)sc2Cl)sc2cc(S(N)(=O)=O)ccc21 | 10 | 101 | 2 | -4.4 | -3.3 | -4 | -6 | -5 | 7

One compound at a time, as listed above. Order of screens: UBC9 SUMO inh | MEKK3 PB1 HTS | IDE act | IMP-1 inh | VIM-2 inh | p-CIP stab down | FID counter | PHOSPHO1 inh | NS3 helicase inh
CCOc1ccccc1NC(=O)CSc1nnc(CNC(=O)c2ccccc2F)o1 in the list: 7 | 101 | 3 | -0.5 | -2.9 | -22 | -23 | 33 | -5
COC(=O)c1cc2ccccn2c2c(C(=O)OC)c(C(=O)OC)cc1-2 in the list: -6 | 109 | 0 | -6.1 | 1.1 | 0 | 9 | -9 | 0

MEKK3 PB1 HTS, what is marked active above.
Molecule	UBC9 SUMO inh	MEKK3 PB1 HTS	IDE act	IMP-1 inh	VIM-2 inh	p-CIP stab down	PHOSPHO1 inh	NS3 helicase inh
CC1CCC2C(=O)N(c3ccc(NC4CCN(Cc5ccccc5)CC4)c([N+](=O)[O-])c3)C(=O)C2C1 (configuration not stated)	-3	70*[inhibitor]	-2	0.2	2.6	-8	24	-26

More compounds follow.
SMILES | UBC9 SUMO inh | MEKK3 PB1 HTS | IDE act | IMP-1 inh | VIM-2 inh | p-CIP stab down | FID counter | PHOSPHO1 inh | NS3 helicase inh
O=C(NCc1ccc(F)cc1)c1cnc(-c2ccccn2)nc1C(F)(F)F | 16 | 103 | -4 | -1.2 | -2.8 | 9 | -7 | -12 | -4
CC1Cc2ccccc2N1CC(=O)NC(c1ccccc1)c1ccccc1 (configuration not stated) | -10 | 108 | -3 | -2.7 | -5.8 | 2 | -15 | -11 | 13
O=C(O)C1CC=CCC1C(=O)Nc1cc(Cl)ccc1Cl (configuration not stated) | 9 | 97 | -4 | -1.3 | 0.5 | 5 | 2 | -23 | 3
CCCC[N+](C)(C)CCC(=O)NC(C)(C)CS(=O)(=O)[O-] | 23 | 103 | 2 | -1.4 | -3.1 | -15 | 2 | 4 | 5

A portion of the library; rates above refer to the full screens.
